Compound activity: PubChem BioAssay, Sanford-Burnham Center for Chemical Genomics
mIAP block = mouse IAP inhibition | purified mouse IAP, CDP-Star luminescence, 30 min | actives 0.2% (n = 330,000) | AID 2806 | inhibition, % at 10 µM;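 active = inhibition of at least 40% at 10 µM in the primary screen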;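 note: plate controls were DMSO with enzyme for no effect and no enzyme wells for full effect; values of inactives mirror those of a sister screen read the other way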
SENP1 FRET inh = inhibitors of human SENP1 SUMO protease catalytic domain; Q9P0U3; recombinant SENP1 catalytic domain, CyPet-SUMO1-YPet FRET cleavage; inhibition, % at 10 µM; actives 0.21% (n = 360,000); AID 624204;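 active = inhibition at least 30% at 10 µM, raw YFP signal under a set limit, fluorescence ratio 0.5 to 1.5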;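 note: 0% = enzyme with DMSO and 100% = no enzyme wells; some results filed as inactive read as strong as hits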
Target sequence (Q9P0U3 419-644 limits assumed): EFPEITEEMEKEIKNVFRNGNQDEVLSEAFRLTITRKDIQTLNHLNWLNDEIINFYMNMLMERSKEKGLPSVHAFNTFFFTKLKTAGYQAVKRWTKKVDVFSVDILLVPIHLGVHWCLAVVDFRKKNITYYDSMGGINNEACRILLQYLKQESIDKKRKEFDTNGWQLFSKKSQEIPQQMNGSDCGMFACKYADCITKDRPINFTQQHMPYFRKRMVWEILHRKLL
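Material – human SENP1 catalytic domain · Input – SENP1 enzyme, 20 pM final · Compound dosing – single concentration of 10 µM compound, 0.5% DMSO final · Timing – enzyme reaction for 50 min at room temperature, dark · Measured by – FRET fluorescence in CFP and YFP emission channels · Control set – no-enzyme wells low, DMSO-plus-enzyme wells high control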
APOBEC3A inh = blocks human APOBEC3A ssDNA deamination | P31941 | actives 0.41% (n = 330,000) | inhibition, % at 20 µM | recombinant A3A, FAM/TAMRA ssDNA deamination fluorescence;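 active = at least 40% inhibition at 20 µM here, with at most 30% in a related deaminase screen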;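 note: plate controls were A3A with DMSO for no effect and wells lacking A3A enzyme for full effect; some results filed as inactive read as strong as hits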
Target sequence (P31941 whole entry, looked up): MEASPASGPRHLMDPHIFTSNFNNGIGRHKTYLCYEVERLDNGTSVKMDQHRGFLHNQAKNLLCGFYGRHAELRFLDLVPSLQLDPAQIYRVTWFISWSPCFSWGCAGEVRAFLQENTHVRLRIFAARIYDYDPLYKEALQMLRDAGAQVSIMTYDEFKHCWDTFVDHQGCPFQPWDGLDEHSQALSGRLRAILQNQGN
NALP3 yeast inh = inhibitors of NALP3 inflammasome in yeast; Yeast reconstituted NLRP3/ASC/caspase-1, beta-gal luminescence, 24 h; AID 2825; actives 0.39% (n = 330,000); inhibition, % at 10 µM;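 active = inhibition of 50% or more; inactive = inhibition below 50%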;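 note: plate controls were induced DMSO wells for no effect and uninduced yeast grown without galactose for full effect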
hIAP inh = blocks human intestinal alkaline phosphatase | P09923 | purified IAP, CDP-Star luminescence, 30 min | inhibition, % at 10 µM | actives 0.12% (n = 330,000);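 active = inhibition reaching a set limit with compound at 10 µM in the primary screen, cut at about 35% in these data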;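 note: plate controls were DMSO wells with enzyme for no effect and no-enzyme buffer wells for full effect; values of inactives mirror those of a sister screen read the other way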
Target sequence (P09923 whole entry, looked up): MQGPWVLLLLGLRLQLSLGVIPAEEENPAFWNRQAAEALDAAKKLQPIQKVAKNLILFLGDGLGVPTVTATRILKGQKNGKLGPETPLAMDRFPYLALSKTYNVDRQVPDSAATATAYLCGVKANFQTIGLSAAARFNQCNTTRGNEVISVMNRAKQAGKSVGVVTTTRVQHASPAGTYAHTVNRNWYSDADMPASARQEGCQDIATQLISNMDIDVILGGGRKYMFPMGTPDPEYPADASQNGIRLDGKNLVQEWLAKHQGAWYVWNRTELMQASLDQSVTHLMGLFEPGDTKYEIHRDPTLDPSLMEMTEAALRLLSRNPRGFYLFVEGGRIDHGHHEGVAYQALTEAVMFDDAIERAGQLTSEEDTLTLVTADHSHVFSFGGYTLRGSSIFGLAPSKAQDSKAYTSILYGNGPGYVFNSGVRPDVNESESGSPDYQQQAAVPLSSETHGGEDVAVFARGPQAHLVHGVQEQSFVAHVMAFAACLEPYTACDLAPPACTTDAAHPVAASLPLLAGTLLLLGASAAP
hIAP act = human IAP activation | actives 0.16% (n = 330,000) | P09923 | activation factor at 10 µM | purified human IAP, CDP-Star luminescence, 30 min; stronger effect = higher value; 1 = vehicle-only enzyme, 0 = enzyme-free background;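 active = activation factor of the enzyme at least 2-fold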; note: the source names both 10 and 20 µM as test concentration; values of inactives mirror those of a sister screen read the other way
mIAP act = increases mouse intestinal alkaline phosphatase activity; muIAP, CDP-Star luminescence, 30 min; stronger effect = higher value; 1 = vehicle-only enzyme signal, 0 = enzyme-free wells; actives 0.24% (n = 330,000); activation factor at 10 µM;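 active = activation factor of at least 2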; note: the source names both 10 and 20 µM as test concentration; values of inactives mirror those of a sister screen read the other way
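System: Mouse IAP enzyme | Also added: CDP-Star substrate | Dosing: Compounds dispensed in DMSO | Schedule: 30 min enzyme-substrate-compound incubation at room temperature | Technique: Chemiluminescence readout | Control set: DMSO-only wells and no-enzyme negative control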
APOBEC3G inh = APOBEC3G (human) deaminase inhibition; Q9HC16; recombinant A3G, ssDNA deamination FAM/TAMRA fluorescence; inhibition, % at 20 µM; actives 0.28% (n = 330,000);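 active = inhibition of at least 40% at 20 µM, with no more than 30% in the related APOBEC3A deaminase screen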;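 note: plate controls were DMSO wells with A3G for no effect and wells lacking A3G enzyme for full effect; some compounds called inactive have numbers as strong as hits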
beta cell repl = induces beta-cell replication in MIN6 cells; MIN6 cells proliferation, ATPlite luminescence, 48 h; cells starved in 0.2% serum; 100% = growth in 10% serum; proliferation, % at 10 µM; actives 0.29% (n = 330,000); AID 2380;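 active = compounds whose signal lies at least 3.5 SD above the mean of all wells on their plate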;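 note: 0% = DMSO-treated cells in low-serum medium and 100% = 10% serum control; some compounds called inactive have numbers as strong as hits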
An asterisk follows results filed as active. These rows are one share of the data (hit frequency here may not be typical).

nr	compound	mIAP block	SENP1 FRET inh	APOBEC3A inh	NALP3 yeast inh	hIAP inh	hIAP act	mIAP act	APOBEC3G inh	beta cell repl
1	Cc1cc(C)c(NC(=O)C2CC(=O)N(c3ccc4c(c3)OCCO4)C2)c(C)c1 (stereo not given)	7.7	-1.1	3.4	9.8	16.8	0.832	0.923	2.9	2.8
2	O=S(=O)(Nc1nc2ccccc2[nH]1)c1ccc2ccccc2c1	10.9	0.6	-2.4	10.5	-7.8	1.08	0.891	-5.6	-1.5
3	O=C(CCC(=O)N1CCN(c2ccc(C(F)(F)F)cn2)CC1)c1cccs1	1.2	-1.0	-0.2	15.1	13.5	0.865	0.988	-4.9	-3.5
4	Cc1cc(C(=O)CSCCCn2c(=O)[nH]c3ccccc32)c(C)n1C	6.5	-0.7	-1.4	9.7	-6.6	1.07	0.935	-2.4	1.2
5	CC(O)CNCc1cccc2ccccc12 (stereo not given)	-8.1	1.6	-3.5	-11.9	-0.6	1.01	1.08	-4.3	0.5
6	O=C(Nc1ccc([N+](=O)[O-])cc1)N1CCc2ccccc2C1	-2.6	-0.4	1.0	13.6	22.8	0.771	1.03	-4.7	-2.2
7	COc1ccccc1NC(=O)CN1CCC(n2c(C)nc3cc(F)ccc32)CC1	2.0	-0.1	2.2	26.9	20.1	0.799	0.98	-1.9	-0.2
8	Cc1ccsc1C(=O)OCc1nc2ccccc2c(=O)[nH]1	3.7	-6.5	-1.2	-9.7	4.6	0.954	0.963	-1.9	-1.8
9	COc1ccc([N+](=O)[O-])cc1NC(=O)c1csc(C)c1	3.5	-1.0	-4.5	18.1	2.4	0.976	0.965	-3.3	1.4
10	CCOC(CNC(=O)Cn1nc(Cc2ccncc2)c2ccccc2c1=O)OCC	5.7	2.2	-0.3	17.1	1.0	0.99	0.943	2.8	-3.1
11	COc1ccccc1NC(=O)CC1C(=O)NCCN1C(=O)Nc1ccc(Cl)c(Cl)c1 (stereo not given)	0.9	3.9	-3.6	11.5	5.3	0.947	0.991	-2.1	-4.9
12	COc1ccc(OC)c(/C=C/C(=O)OCC(=O)Nc2nnc(-c3ccccc3)o2)c1	8.5	-31.8	-1.6	15.3	-22.6	1.23	0.915	-3.1	-1.6
13	COc1cc(NC(=S)NCc2ccco2)cc(OC)c1	-3.1	-3.1	-0.6	6.6	-0.2	1	1.03	-2.7	0.0
14	O=C(COC(=O)c1ccccc1OCc1ccccc1Cl)NC1CCS(=O)(=O)C1 (stereo not given)	-2.6	0.8	1.6	7.8	0.0	1	1.03	-2.0	1.3
15	Cc1ccc(NC(=O)Nc2ccc(F)cc2F)c(OC(F)F)c1	-9.7	-3.8	-1.7	26.3	-0.5	1	1.1	-11.0	-4.2
16	COC(=O)CCC(=O)Nc1cccc(Cl)c1	-22.4	2.3	4.2	20.2	-2.2	1.02	1.22	10.6	-1.8
17	CCCn1c(SCC(=O)NCc2ccco2)nnc1C(C)C	-4.3	0.7	-0.8	13.7	13.1	0.868	1.04	-1.4	0.5
18	O=C(NCCS(=O)(=O)N1CCN(c2ccccc2F)CC1)c1cccs1	-7.2	2.5	-1.2	19.1	5.8	0.942	1.07	-6.4	-0.2
19	CCn1c(/C=N/Nc2ccc(C(=O)O)cc2)nc2ccccc21	3.7	-30.2	-0.6	27.5	5.0	0.95	0.963	-0.2	3.3
20	Cc1cn(C2OC[C@@H](O)[C@@H]2CO)c(=O)[nH]c1=O (stereo not given in full)	-0.4	-0.5	-1.2	7.4	3.6	0.964	1	-3.9	-0.1
21	CC(=O)NC12CC3CC(C1)CC(C(=O)OCC(=O)Nc1ncc(Cl)c(C)c1Cl)(C3)C2	-2.4	-8.3	6.2	-5.0	-20.0	1.2	1.02	2.6	-0.1
22	COc1ccc(CNc2cc(C)ccn2)cc1	-12.2	1.4	-3.2	-2.7	3.6	0.964	1.12	-8.6	-0.9
23	O=S(=O)(/N=C(/c1ccc(F)cc1)N1CCCCC1)c1ccc(Cl)cc1	2.0	2.2	-0.8	-5.8	1.4	0.986	0.98	-6.0	-1.1
24	CCOc1ccc(NC(=O)CCC(=O)N/N=C(\C)c2cccs2)cc1	11.9	1.4	-0.7	7.9	-13.9	1.14	0.881	-7.4	0.4
25	CC(=O)N1CCN(C(=O)COC(=O)/C=C/c2ccc(C(F)(F)F)cc2)CC1	-2.6	1.2	-0.3	-2.5	8.1	0.919	1.03	-2.5	-3.1
26	CCN(CC)S(=O)(=O)c1cccc(NC(=O)/C=C/c2ccc([N+](=O)[O-])cc2)c1	19.4	5.7	-0.6	11.3	9.2	0.908	0.806	-0.3	0.0
27	Cc1ccc(C(=O)NCCc2nnc3ccc(SCC(=O)Nc4ccccc4C)nn23)cc1	9.6	1.6	-1.2	7.7	4.9	0.951	0.904	0.5	0.0
28	CCCNC(=O)CSc1nccn1Cc1ccco1	4.0	-2.4	-1.8	4.0	-12.1	1.12	0.96	-9.6	-0.4
29	Cc1nn(CC2CC2)c(=O)n1N(C)c1ncc(C(F)(F)F)cc1Cl	-1.2	-36.6	4.3	-3.4	1.5	0.985	1.01	-5.4	-3.4
30	O=C(NC1CC1)c1ccc(C2SCC(=O)N2Cc2ccccc2)cc1 (stereo not given)	6.9	1.8	-1.0	10.1	-9.2	1.09	0.931	-3.5	-0.2

Given with values under each structure: entries from further up.
Values run as follows: mIAP block | SENP1 FRET inh | APOBEC3A inh | NALP3 yeast inh | hIAP inh | hIAP act | mIAP act | APOBEC3G inh | beta cell repl
(18) O=C(NCCS(=O)(=O)N1CCN(c2ccccc2F)CC1)c1cccs1
    -7.2 | 2.5 | -1.2 | 19.1 | 5.8 | 0.942 | 1.07 | -6.4 | -0.2
(22) COc1ccc(CNc2cc(C)ccn2)cc1
    -12.2 | 1.4 | -3.2 | -2.7 | 3.6 | 0.964 | 1.12 | -8.6 | -0.9

Additional entries:
nr	compound	mIAP block	SENP1 FRET inh	APOBEC3A inh	NALP3 yeast inh	hIAP inh	hIAP act	mIAP act	APOBEC3G inh	beta cell repl
31	O=S(=O)(Nc1cccc(-c2cn3c(n2)SCC3)c1)c1ccccc1F	4.0	-4.6	2.1	-2.3	0.0	1	0.96	5.1	-0.3
32	O=C1NC(=O)C(Cc2cccc(Oc3ccccc3)c2)S1 (stereo not given)	0.8	4.2	2.7	-12.4	11.0	0.89	0.992	2.2	-2.5
33	Cc1nn2c(COc3ccc(NC(=O)c4ccccc4Cl)cc3)nnc2c2ccccc12	3.5	1.1	-0.7	-1.2	-7.4	1.07	0.965	6.1	0.0
34	CC(=O)c1c(C)nc2nonc2c1N	4.8	-12.8	-3.1	2.8	-3.9	1.04	0.952	-5.9	0.9
35	Cc1cc(C)c(C#N)c(SCC2COc3ccccc3O2)n1 (stereo not given)	1.4	2.7	-11.9	8.7	-10.6	1.11	0.986	-7.2	-3.5
36	CSc1cccc(NC(=O)CN(c2ccc(C)cc2C)S(C)(=O)=O)c1	-33.1	2.0	3.5	12.7	-18.5	1.19	1.33	-2.0	-4.0
37	Cc1ccc(/C=N/Nc2cn[nH]c(=O)n2)o1	12.4	-0.4	-3.3	2.4	-9.6	1.1	0.876	-7.9	2.8
38	Cn1ccnc1SCC(=O)N1CCc2ccccc21	0.0	0.9	-2.2	15.6	7.4	0.926	1	-11.8	2.1
39	O=c1c2ccccc2oc2cc(OCc3ccc(F)cc3)cc(O)c12	3.9	-2.4	3.7	20.9	11.8	0.882	0.961	-2.5	3.8
40	CC(C)N1CCN(Cc2ccc3c(c2)Cc2ccccc2-3)CC1CCO (stereo not given)	-0.8	-0.7	-1.2	14.0	-37.1	1.37	1.01	-1.2	-2.8
41	Oc1ccccc1-c1cc(C(F)(F)F)nc(-c2ccccc2)n1	1.6	0.5	0.7	-3.5	-7.0	1.07	0.984	-1.5	-2.1
42	Cc1cc(C(C)(C)C)cc(C)c1S(=O)(=O)N1CCN(C(=O)c2cc([N+](=O)[O-])c[nH]c2=O)CC1	4.3	-2.3	0.6	13.8	1.9	0.981	0.957	-6.0	-1.1
43	O=C(CCN1CCCCC1)N/N=C/c1c[nH]c2ccccc12	3.7	2.6	-0.7	15.1	11.7	0.883	0.963	-4.3	-2.3
44	CCn1c(SCC(=O)N/N=C/C=C\c2ccccc2[N+](=O)[O-])nc2ccccc21	2.1	0.9	0.6	19.5	-5.2	1.05	0.979	-6.7	-1.5
45	Cc1cc(C)c(C)c(OCCCCn2cnc3ccccc3c2=O)c1	6.5	-0.5	-1.7	1.0	-2.3	1.02	0.935	-1.1	-1.9
46	N#C/C(=C/c1ccc(CNS(=O)(=O)c2ccccc2)o1)C(N)=O	-5.6	2.7	2.2	12.8	-1.6	1.02	1.06	-8.4	-0.6
47	Cc1cc(NC(=O)C(C)SCC(=O)OCC(=O)N(C)c2ccccc2)no1 (stereo not given)	1.9	2.7	-2.2	5.3	8.9	0.911	0.981	-5.0	-0.2
48	CCCn1c(Cc2ccccc2)n[nH]c1=S	2.7	-0.4	-2.9	9.8	3.2	0.968	0.973	27.3	-1.7
49	CCC(C)c1ccc(S(=O)(=O)N2CCN(C(C)C(=O)NC3CCCC3)CC2)cc1 (stereo not given)	-8.2	1.9	-1.6	14.6	7.5	0.925	1.08	-3.3	-5.4
50	O=C(COC(=O)Cc1ccc(Cl)cc1)Nc1ccc(OC(F)F)cc1	-1.3	5.6	0.6	12.9	9.2	0.908	1.01	-2.6	0.0
51	CSCCC(NC(=O)/C(=C/c1ccc2c(c1)OCO2)NC(=O)c1cccc([N+](=O)[O-])c1)C(=O)O (stereo not given)	6.1	-3.0	3.4	12.1	14.4	0.856	0.939	5.6	-2.1
52	COc1ccc(NC(=O)CN(C)CC(=O)Nc2cccc(F)c2)cc1Cl	-12.6	-0.1	-3.5	-2.5	-13.8	1.14	1.13	-13.3	-1.4
53	OCC1(Cc2ccc(F)cc2F)CCCN(CCCc2ccccc2)C1 (stereo not given)	-2.5	-4.2	-4.0	18.7	-8.5	1.08	1.02	-8.5	-4.3
54	COc1cc(C(=O)N(c2ccc(C)c(C)c2)C2C=CS(=O)(=O)C2)cc(OC)c1OC (stereo not given)	-2.8	0.0	6.5	12.5	8.6	0.914	1.03	-5.8	-1.9
55	CCOc1ccc(S(=O)(=O)N2CCN(C(=O)c3cc4c(s3)CCCC4)CC2)cc1	-0.9	0.9	1.1	-1.0	-28.9	1.29	1.01	-6.5	0.0
56	COc1ccc2[nH]c3c(C)c4ccncc4c(C)c3c2c1	0.9	-20.1	6.1	88.7*	-5.5	1.05	0.991	0.2	-5.8
57	CC(=O)c1c(C)nc(-c2ccccc2)nc1NC(=O)C(C)C	1.4	-1.1	1.4	10.5	-22.0	1.22	0.986	-4.7	2.9
58	c1ccc(-c2nc3ccccc3[nH]2)cc1	-10.5	-1.2	0.0	47.8	-8.3	1.08	1.1	-5.5	-4.4
59	CNc1snc(C)c1C(=O)OC(C)C(=O)Nc1cccc(C)c1 (stereo not given)	-22.0	1.3	-0.2	21.8	-24.6	1.25	1.22	-6.7	-3.4
60	CC(=O)c1cccc(NC(=O)c2cc(-c3ccco3)on2)c1	6.9	1.7	2.1	30.0	4.6	0.954	0.931	1.3	-0.4
61	COc1cccc(-c2cc(C(=O)N3CCCCCC3)no2)c1	3.1	1.2	1.8	25.4	23.5	0.765	0.969	1.8	-3.9
